SIAE inh – human SIAE inhibition, primary screen | Q9HAT2 | SIAE FP-Rh probe binding, fluorescence polarization | inhibition, % at 9.66 µM | 370,000 compounds, 0.69% hits;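 active means inhibition above a cutoff: mean of compounds within the control limits plus 3 SD of those, cut at about 17% in these data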;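 further: 0% = plate median of compound wells and 100% = probe without SIAE protein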
TCR CD3 inh – human TCR-CD3 binding inhibition. TAMRA-labeled TCR probe fluorescence, biochemical. inhibition, % at 9.4 µM. 360,000 compounds, 0.37% hits. AID 651800; in the data active means inhibition above about 19%;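 further: recombinant mutant TCR 2C K166C tagged with TAMRA read by polarization; 0% = receptor in buffer alone and 100% = receptor with positive control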
GC-A act – GC-A (human) enzyme activation; P16066; HEK293 GC-A cells, cGMP TR-FRET, EC30 ANP; 0% at EC30 ANP, 100% saturating ANP; activation, % at 10 µM; 370,000 compounds, 0.14% hits; AID 1671463; in the data active means activation above about 40%
GC-B act – GC-B (human) receptor activation. P20594. HEK293-GC-B cells, CNP EC30, cGMP TR-FRET; 0% at EC30 CNP, 100% saturating CNP. activation, % at 10 µM. 370,000 compounds, 0.11% hits. AID 1920062;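 active means activation at 10 µM reaching about 35% in either raw or pattern-adjusted values, limit read from the data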
MBD2 DNA inh – blocks human MBD2 binding to methylated DNA. Q9UBB5. TR-FRET, MBD2 binding to methylated oligonucleotide. inhibition, % at 4.4 µM. 370,000 compounds, 0.31% hits. AID 686964; in the data active means inhibition above about 13%
PRMT1 inh – inhibitors of human PRMT1; recombinant PRMT1, activity-based probe fluorescence polarization; 370,000 compounds, 1.3% hits; inhibition, % at 2.79 µM; Q99873;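 active means inhibition above about 21% made by adding two undisclosed values, limit read from the data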
mABHD4 FP – inhibits mouse alpha/beta hydrolase domain 4; Q8VD66; purified mABHD4, FP-Rh probe fluorescence polarization; inhibition, % at 8.92 µM; 370,000 compounds, 0.54% hits; AID 720543;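 active means inhibition exceeding the mean over every tested compound plus 3 SD, cut at about 30% in these data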;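 further: 0% = plate median of compound wells and 100% = S159A mutant with DMSO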
Target sequence (Q8VD66 whole entry, looked up, the tested form may be a part): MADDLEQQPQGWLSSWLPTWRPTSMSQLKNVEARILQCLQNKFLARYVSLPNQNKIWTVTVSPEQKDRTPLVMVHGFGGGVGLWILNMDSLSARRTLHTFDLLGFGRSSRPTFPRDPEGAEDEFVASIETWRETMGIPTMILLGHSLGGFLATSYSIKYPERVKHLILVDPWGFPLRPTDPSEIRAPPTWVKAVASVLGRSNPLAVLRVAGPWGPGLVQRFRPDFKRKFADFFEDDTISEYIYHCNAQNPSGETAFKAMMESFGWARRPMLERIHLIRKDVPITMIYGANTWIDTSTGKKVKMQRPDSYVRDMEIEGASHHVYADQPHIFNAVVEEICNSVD
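Assay system: wild-type mouse ABHD4 protein; compound: single nominal dose of 8.92 µM, 0.89% DMSO final; schedule: 45 min + 60 min at 25 °C; measured by: FP readout, ex 525 nm / em 598 nm; evaluation: % inhibition of FP-Rh probe binding versus controls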
rCAG RNA binder – binds r(CAG) RNA repeats. r(CAG) RNA repeat, TO-PRO-1 dye displacement fluorescence. inhibition, % at 3 µM. 370,000 compounds, 1.3% hits;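 active means inhibition above the plate cutoff, the mean of all test compounds on that plate plus 3 SD, cut at about 35% in these data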;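 further: 0% = DMSO alone and 100% = 100 µM mitoxantrone as full dye displacement; higher means more dye released from RNA so lower well fluorescence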
UHRF1 MBD2 ctr – blocks human UHRF1 binding to methylated DNA; UHRF1 binding to methylated oligo, TR-FRET; AID 687016; inhibition, % at 4.4 µM; 370,000 compounds, 0.75% hits; in the data active means inhibition above about 21%;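 further: UHRF1 SRA domain binding a hemimethylated CpG hairpin DNA probe; 0% = median of test compound wells and 100% = reference inhibitor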
Target sequence (Q96T88 whole entry, looked up, the tested form may be a part): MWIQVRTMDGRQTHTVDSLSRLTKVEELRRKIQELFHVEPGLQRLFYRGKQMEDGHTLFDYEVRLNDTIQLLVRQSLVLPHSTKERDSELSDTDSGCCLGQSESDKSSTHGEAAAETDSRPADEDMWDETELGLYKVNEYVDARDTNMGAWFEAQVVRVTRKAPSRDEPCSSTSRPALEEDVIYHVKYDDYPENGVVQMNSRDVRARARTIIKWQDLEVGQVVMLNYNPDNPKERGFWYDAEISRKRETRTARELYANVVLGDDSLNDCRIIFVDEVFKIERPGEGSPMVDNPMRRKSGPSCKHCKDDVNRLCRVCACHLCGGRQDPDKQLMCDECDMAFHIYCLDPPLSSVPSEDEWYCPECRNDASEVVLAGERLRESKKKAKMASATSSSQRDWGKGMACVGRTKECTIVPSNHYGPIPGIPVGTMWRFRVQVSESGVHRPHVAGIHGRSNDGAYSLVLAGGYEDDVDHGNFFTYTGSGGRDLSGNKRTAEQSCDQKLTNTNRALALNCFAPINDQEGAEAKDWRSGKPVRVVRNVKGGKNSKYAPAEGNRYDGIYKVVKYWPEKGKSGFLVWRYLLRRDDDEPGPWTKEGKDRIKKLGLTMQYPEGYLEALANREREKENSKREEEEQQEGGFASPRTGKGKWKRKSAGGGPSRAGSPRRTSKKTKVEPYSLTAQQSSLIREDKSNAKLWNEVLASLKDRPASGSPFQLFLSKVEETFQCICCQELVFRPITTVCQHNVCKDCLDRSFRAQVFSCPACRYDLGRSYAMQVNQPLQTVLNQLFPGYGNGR
HTRA1 inhibitor – HTRA1 (human) protease inhibition; Q92743; recombinant HTRA1, FP-rhodamine activity-based probe, fluorescence polarization; inhibition, % at 5.96 µM; 340,000 compounds, 0.5% hits; in the data active means inhibition above about 36%;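 further: 0% = enzyme with DMSO and 100% = wells lacking enzyme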
The depositor's hits bear a star; / = not tested or not shown. An excerpt; the hit share may differ from the screen's.

Sequence of screens: SIAE inh, TCR CD3 inh, GC-A act, GC-B act, MBD2 DNA inh, PRMT1 inh, mABHD4 FP, rCAG RNA binder, UHRF1 MBD2 ctr, HTRA1 inhibitor
COc1ccc(CCNC(=O)c2nn(C)cc2Cl)cc1
    -6.0, 0.4, -2.8, -2.5, 1.4, -2.5, 3.0, -3.3, 0.9, -2.7
CC(=O)c1cc2c(cc1NC(=O)C1CCC1)OCO2
    -2.1, -8.1, -5.5, -1.4, 5.5, 2.6, -9.7, -2.5, 7.1, 7.2
Cc1ccc2nc(C3CCN(C(=O)NCc4ccccc4)CC3)[nH]c2c1
    -3.4, -6.0, -5.1, -0.8, 7.4, 5.3, -14.0, -2.2, 4.5, 1.0
Cc1ccccc1OCC(O)COc1ccccc1C
    -5.1, 1.0, -1.6, 9.4, 0.5, -5.4, -14.1, -2.2, 1.2, -15.1
CC(=O)Nc1ccc(N2C(=O)CC(c3ccccc3)CC2=O)cc1
    -1.1, 5.6, -2.1, 2.0, -2.2, -1.1, -2.2, -1.3, 3.6, 12.4
CCCc1nnc(NC(=O)C(C)N2C(=O)C3C4C=CC(C4)C3C2=O)s1 (centres undefined)
    0.4, 10.8, -2.5, 2.8, 0.3, 0.2, 7.1, 4.7, 1.1, -2.3
CCCNC(=O)C(CC)NC(=O)c1ccc(C#N)cc1 (centres undefined)
    -2.4, 4.8, 2.6, 5.6, -1.8, -1.4, 5.0, -0.7, 0.4, 0.5
CCN(CC(=O)Nc1ccc(OC)cc1)CC(=O)Nc1ccc(Cl)cc1F
    -3.7, -7.8, -2.3, -0.7, 2.3, 1.0, 3.9, -6.6, 2.1, -5.3
Cc1ccc(C(=O)N/C(=C\c2cccs2)C(=O)NC2CCCCC2)cc1
    -1.8, -6.0, 2.6, -1.4, -2.1, -4.5, 8.0, -3.8, 2.2, 3.1
COc1cccc(NC(=O)Cn2c(=O)n(-c3ccccc3)c(=O)c3sccc32)c1
    -3.5, 0.8, -1.6, -2.9, -0.4, 1.3, 3.0, 5.0, 0.3, 4.8
O=C(c1ccc2c(c1)OCCO2)N1CCCCC1
    6.4, 0.9, 0.4, -0.5, -3.7, 1.0, 3.3, 0.6, -3.2, 0.8
CC12CCC(C(=O)Nc3ccccc3)(C(Br)C1=O)C2(C)C (centres undefined)
    -3.7, -2.0, 0.8, 0.1, -5.2, 0.3, -0.2, -0.9, -0.5, 0.8
C[C@]1(C(=O)O)C=C[C@@H](Cc2ccccc2)N1C(=O)c1ccccc1
    -3.5, 2.6, 1.5, 2.7, -1.5, 1.3, 3.2, 2.8, 0.0, 0.9
O=C1C2C3CCC(C3)C2C(=O)N1CNc1ccc(F)cc1 (centres undefined)
    -3.0, 5.7, -0.3, 7.3, -7.0, -3.2, -8.1, 2.3, -0.6, -4.5
COc1cccc(NC(=O)CN(C)C(=O)c2cc(S(=O)(=O)N3CCCCC3)ccc2Cl)c1
    6.5, -5.1, -0.2, 3.7, -3.5, -0.4, -2.0, 1.4, -1.4, 1.0
CC(C)Cn1nc(-c2ccccc2)c2ccccc2c1=O
    6.8, -5.8, -3.7, 10.1, 7.9, 1.2, -2.7, -2.4, 0.3, 4.5
Cc1cc(C(=O)NNC(=O)/C=C/c2ccc(F)cc2)c(C)o1
    1.5, 4.9, 2.7, 2.8, -2.2, 2.9, 11.5, 0.8, -2.0, -2.0
Cc1ccc(C(=O)NCCCN2CCOCC2)cc1Cl
    -5.1, -5.5, 1.6, 2.0, -2.7, 0.3, -1.1, -1.2, 1.2, 9.8
Cc1c(C(=O)NCC(c2ccco2)N2CCCC2)oc2ccc(Cl)cc12 (centres undefined)
    1.5, 6.0, -1.8, -3.6, 1.5, -1.3, 0.6, -4.6, 0.2, -6.6
N#Cc1cc(-c2cccc(Cl)c2)c[nH]c1=O
    8.8, 2.7, 3.0, -1.2, 0.7, -2.7, -3.3, 5.2, 0.0, 2.1
COc1ccc2nc(SCC(=O)Nc3ccccc3)[nH]c2c1
    -2.1, 1.4, 0.8, -4.4, 0.4, 0.0, -4.4, 1.0, -1.5, -5.5
Cc1c(C(=O)Nc2ccc(C(F)(F)F)cc2)sc2ncn(CC(=O)N3CCN(c4ccccn4)CC3)c(=O)c12
    6.0, -6.3, 3.3, -1.6, 2.2, -1.9, -4.1, 1.3, -1.4, 1.8
CCN(CC)C(=O)C1=C(C)N(CCCN2CCCC2=O)C(=O)C(CC(=O)NCc2cccs2)C1 (centres undefined)
    4.2, -0.4, 1.4, -2.5, -0.7, 3.5, 5.4, 0.0, -0.6, 4.3
OCCCn1c(C2CCCN2c2nc(-c3ccc(Cl)cc3)cs2)nc2cc(Cl)c(N3CCCCC3)cc21 (centres undefined)
    6.3, -4.0, -3.0, -2.2, 7.0, -3.6, -4.2, 10.0, 4.7, -6.0
O=C(Nc1ccc(F)cc1)OCCN1C(=O)CCC12CCC(c1ccccc1)CC2 (centres undefined)
    -5.0, /, -13.4, -15.3, 5.2, 0.6, 1.0, 1.4, 0.4, /
COc1ccccc1C(=O)Nc1nnc(-c2ccccc2)s1
    -3.4, 6.2, 4.9, -5.7, -3.0, -2.8, -9.6, 7.6, -3.4, -17.5
COc1cc(C(=O)Nc2nnc(S(=O)(=O)N3CCCCCC3)s2)cc(OC)c1OC
    -9.8, 5.6, 2.0, -0.7, -3.9, -6.3, -10.6, 52.3*, -1.2, -7.2
O=S1(=O)CCOCCN1Cc1ccccc1
    4.0, 1.5, -2.0, -3.3, 2.1, 1.2, -2.4, 1.8, 1.4, -2.2
CSCCNC(=O)c1ccc2nc(C3CCCCC3)oc2c1
    -3.5, 1.1, 1.5, -3.0, 5.8, 3.5, -9.1, -9.5, 2.2, -1.2
O=C(Cn1cc(COc2ccccc2[N+](=O)[O-])nn1)c1ccc(O)cc1
    -4.2, 3.1, 1.1, 1.8, -2.6, 4.6, -1.8, 6.6, 1.4, 5.8

The list goes on:
Sequence of screens: SIAE inh, TCR CD3 inh, GC-A act, GC-B act, MBD2 DNA inh, PRMT1 inh, mABHD4 FP, rCAG RNA binder, UHRF1 MBD2 ctr, HTRA1 inhibitor
Cc1ccc(OCC(=O)Nc2ccc(O)c(-c3nc4ccccc4o3)c2)cc1
    -2.6, -0.5, 5.0, 4.3, 0.5, 1.4, -8.2, 4.2, -4.1, -2.7
CC(=O)Cc1cc(=O)c2c(C)cc(O)c(C3OC(CO)C(O)C(O)C3O)c2o1 (centres undefined)
    1.8, -8.5, 5.7, 1.1, -1.8, -0.3, -4.6, -2.3, -1.8, -3.1
O=c1/c(=C/c2ccccc2)sc2nnc(-c3cccs3)n12
    -3.9, -0.7, -1.3, -6.4, 0.2, -0.8, -6.1, 3.0, -1.9, /
CC1CCN(S(=O)(=O)c2ccc(F)c(C(=O)O)c2)CC1
    24.5*, -0.6, -8.1, 7.8, -3.1, 1.4, -0.7, -0.4, -2.3, -6.1
CCC(C)(C)NC(=O)C(c1ccc(F)cc1)N(Cc1ccco1)C(=O)CCC(=O)Nc1ccccn1 (centres undefined)
    -7.2, 1.6, -7.0, -3.5, 3.0, 1.1, -4.1, -7.8, 1.1, -10.8
CCCN(C(=O)c1cc(S(=O)(=O)N2CCCCCC2)ccc1OC)C1CCS(=O)(=O)C1 (centres undefined)
    11.9, 9.8, 1.0, 2.7, 3.1, -1.2, -2.2, -5.0, -1.2, -1.1
Cc1cc(NC(=O)C2CC(=O)N(c3ccc(Cl)cc3)C2)no1 (centres undefined)
    -3.4, 6.4, -1.1, -2.1, -4.2, 0.7, -2.1, 0.7, 0.4, -0.7
CCC[C@@H]1CCCO[C@@](C(=O)NCc2cc(C)n(C)n2)(C(F)(F)F)C1
    -4.2, -4.9, 0.9, 3.4, 3.6, 1.4, 3.4, -7.3, 8.4, -3.4
S=C(Nc1ccc(Cl)cc1)N(CCCN1CCOCC1)Cc1cccs1
    5.1, 8.7, -9.5, -8.7, -3.3, 3.0, 0.6, -3.1, -0.6, -2.9
CC1CC(C)CN(c2ccc([N+](=O)[O-])cc2-c2nn[nH]n2)C1 (centres undefined)
    6.0, -0.1, 1.8, -2.2, 0.6, -0.5, 0.1, 8.6, -5.9, -3.3
CCOC(=O)c1ccc(NC(=O)CN2CCN(Cc3ccccc3)CC2)cc1
    -10.3, -14.8, -3.8, -0.3, 7.7, 7.1, -7.0, -7.8, 0.9, -6.6
O=C(COC(=O)C12CC3CC(CC(C3)C1)C2)NCCc1ccccc1
    -1.2, 3.9, -2.5, -4.1, 0.5, -3.1, -1.9, -5.2, -0.1, -5.3
COCCCNC1CS(=O)(=O)CC1O (centres undefined)
    1.6, -0.7, -0.2, 1.1, 2.7, 4.2, 1.6, -3.7, 1.7, -0.2
COn1c(-c2ccccc2)nc2ncccc21
    -5.0, 4.8, -3.7, 1.8, 2.5, -6.4, -6.0, 0.2, -1.8, 5.7
O=C(O)c1ccc(N2CCCCS2(=O)=O)cc1
    -0.4, -5.6, 2.1, -1.4, -0.8, 2.6, 8.1, 3.7, 1.2, 0.9
CCN(CC)CCNC(=O)c1cc(S(C)(=O)=O)ccc1OC
    2.5, 2.7, 0.8, -4.1, 2.8, 1.2, 0.7, -1.0, -1.2, 5.7
COc1ccc(Nc2nc(-c3sc(C)nc3C)cs2)c(OC)c1
    -3.3, 5.1, -15.8, -8.0, 0.7, -4.4, 12.1, 3.7, -3.9, 14.3
Cc1ccc(C(C)C)c(OCC#CCN2CCOCC2)c1
    -2.6, 3.7, -2.1, -5.6, -1.3, -1.5, 6.0, -7.5, 15.9, 3.7
CCn1c(SCC(=O)N(C)CC(=O)Nc2cccc(OC)c2)nnc1-c1ccco1
    3.6, 4.0, 2.2, 1.8, -1.5, 0.9, 1.8, -4.5, 1.9, 0.6
Cc1c(C(=O)N2CCOCC2)cc(C(C)(C)C)n1-c1ccccc1
    0.9, -1.4, 3.2, 4.2, -2.0, -2.6, 2.0, -5.7, 6.8, 3.0
O=C(O)c1ccc(C=NN2CCCCCC2)cc1
    8.8, -4.8, -1.3, 2.5, 0.7, -4.1, 1.2, 0.6, 1.4, -0.5
N/C(=N\OC(=O)Cc1ccc(-c2ccccc2)cc1)c1ccncc1
    -3.2, 4.9, 7.6, 3.8, -3.2, -2.4, -8.4, -5.7, -3.4, -13.6
CCn1nnnc1SCC(=O)Nc1ccc(N(C)C)cc1
    0.5, 5.1, -7.7, -2.4, -2.0, 1.2, -1.7, 2.7, 1.4, 3.7
CC(C)CNC(=S)NC(=O)c1csc([N+](=O)[O-])c1
    -4.9, -5.6, -2.9, -3.0, 5.6, -0.4, 2.4, -3.8, -1.1, 7.8
CSc1nc(N2CCOCC2)c2c(c1C#N)CC(C(C)C)OC2 (centres undefined)
    -6.5, -1.8, -0.7, 1.3, 1.2, 8.0, 4.8, -2.5, 2.7, 0.6
Cc1cc(=O)n(-c2ccc(C(=O)O)cc2)[nH]1
    4.8, -2.2, 2.0, 0.7, -3.8, 1.6, -1.6, 2.9, 0.5, -3.7
c1nc(N2CCCCC2)c2[nH]cnc2n1
    -9.4, 0.7, 1.8, 0.1, 0.4, 11.9, -2.6, -0.3, 1.1, -3.0
COC(=O)c1sccc1NC(=O)c1ccc(OC)c([N+](=O)[O-])c1
    -10.5, -0.5, -1.1, 4.4, 7.5, 9.1, -8.6, -1.6, 3.4, 1.3
CCCn1c(N)c(C(=O)CSc2nnc(Cc3cccs3)n2C2CC2)c(=O)n(C)c1=O
    4.5, 5.7, -3.9, -2.2, 2.4, 7.9, -2.2, 3.3, 4.3, 0.2

Shown as a hit in SIAE inh, among the entries above:
smiles | SIAE inh | TCR CD3 inh | GC-A act | GC-B act | MBD2 DNA inh | PRMT1 inh | mABHD4 FP | UHRF1 MBD2 ctr | HTRA1 inhibitor
CC1CCN(S(=O)(=O)c2ccc(F)c(C(=O)O)c2)CC1 | 24.5* | -0.6 | -8.1 | 7.8 | -3.1 | 1.4 | -0.7 | -2.3 | -6.1

Compound activity from PubChem.
